Compound activity: PubChem, several laboratories
Candida biofilm – clotrimazole potentiators killing Candida biofilms, primary screen, with clotrimazole, Alamar Blue | C. albicans biofilm + clotrimazole | inhibition, % at 6 µM | hit rate 0.14% among 85,000 | AID 834, 2007;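 active means inhibition above 20%; inactive means inhibition below 20%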;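 further: preformed 24 hr biofilms exposed to compound for 48 hr; 0% = biofilm without compound and 100% = blank killed by clotrimazole plus chlorhexidine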
EphB4 ephrin blk – EphB4-ephrin-B2 interaction antagonists, primary screen, biochemical, TNYL-RAW peptide probe, fluorescence polarization; Ephrin type-B receptor 4 (Homo sapiens), P54760; inhibition, % at 7 µM; hit rate 0.15% among 97,000; EphB4 LBD / TNYL-RAW-Alexa532 peptide;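 active means inhibition above the screen-wide mean inhibition plus 3 SD, cut at about 15% in these data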;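 further: 0% = DMSO wells and 100% = excess unlabeled TNYL-RAW peptide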
PLK1 inh – human PLK1 kinase inhibitors, primary screen, biochemical, TR-FRET. Serine/threonine-protein kinase PLK1 (Homo sapiens), P53350. recombinant PLK1 kinase, TR-FRET peptide phosphorylation. inhibition, % at 10 µM. hit rate 0.53% among 97,000. AID 619, 2007;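 active means inhibition of 50% or more in the single-concentration screen; inactive means inhibition below 50%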;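 further: 0% = DMSO max control and 100% = H-89 dihydrochloride min control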
HIV Rev-RRE inh – HIV-1 Rev-RRE binding inhibitors, primary screen, biochemical, FRET, protein-RNA interaction | hit rate 0.79% among 97,000 | inhibition, % at 8 µM | Rev peptide-RRE RNA binding;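 active means inhibition above the screen-wide mean plus 3 SD, cut at about 35% in these data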;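 further: 0% = median DMSO wells and 100% = median Neomycin B control wells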
Target sequence (P05866 whole entry, looked up): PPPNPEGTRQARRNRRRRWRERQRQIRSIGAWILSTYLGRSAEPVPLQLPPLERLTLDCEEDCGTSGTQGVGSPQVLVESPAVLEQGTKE
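Assay system: labelled RRE RNA duplex and labelled Rev peptide / Medium: HEPES pH 7.5 salt buffer with EDTA / Reagent: labelled Rev peptide / Schedule: 5 + 15 min at 25 °C / Signal: FRET, excitation 480 nm, emission 540 nm donor and 671 nm acceptor / Benchmarks: DMSO and neomycin B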
CYP2C9 inhib – blockers of cytochrome P450 2C9 activity – biochemical, luminescence, ADME assay, primary screen. AID 777, 2007. inhibition, % at 5 µM. CYP2C9 Supersomes, luciferin-H conversion. hit rate 20% among 96,000. P11712;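 active means blocking of liver enzyme CYP2C9 beyond about 50% at 5 µM, limit read from the data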; further: values of inactives mirror those of a sister screen read the other way
Plk1 PBD FP – Plk1 polo box domain binding inhibitors, primary screen, biochemical, fluorescence polarization; Serine/threonine-protein kinase PLK1 (Homo sapiens), P53350; Plk1 PBD phosphopeptide binding; inhibition, %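 (tested at about 20 µM)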; hit rate 0.13% among 97,000; in the data active means inhibition above about 34%, passing the limit was not always enough
CYP2C9 act – human CYP2C9 activators, primary screen, biochemical, luminescence. hit rate 1.4% among 96,000. recombinant CYP2C9, luciferin-H conversion; hits give high values; factor 1 = untreated enzyme, 0 = blocked. activation factor at 5 µM;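 active means activation factor of 2 or more for CYP2C9 at a 5 µM dose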;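 further: 0 = sulfaphenazole-blocked wells and 1 = vehicle-only wells; values of inactives mirror those of a sister screen read the other way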
LYP act – LYP phosphatase activators, primary screen, biochemical, DiFMUP fluorescence, 2 µM; Tyrosine-protein phosphatase non-receptor type 22 (Homo sapiens), Q9Y2R2; recombinant LYP; 0 = plate median, 100 = signal doubled; activation, % at 2 µM; hit rate 0.11% among 96,000; AID 697, 2007;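 active means activation at 2 µM above a set limit, the mean plus 5 SD, cut at about 37% in these data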
Target sequence (Q9Y2R2 whole entry, looked up): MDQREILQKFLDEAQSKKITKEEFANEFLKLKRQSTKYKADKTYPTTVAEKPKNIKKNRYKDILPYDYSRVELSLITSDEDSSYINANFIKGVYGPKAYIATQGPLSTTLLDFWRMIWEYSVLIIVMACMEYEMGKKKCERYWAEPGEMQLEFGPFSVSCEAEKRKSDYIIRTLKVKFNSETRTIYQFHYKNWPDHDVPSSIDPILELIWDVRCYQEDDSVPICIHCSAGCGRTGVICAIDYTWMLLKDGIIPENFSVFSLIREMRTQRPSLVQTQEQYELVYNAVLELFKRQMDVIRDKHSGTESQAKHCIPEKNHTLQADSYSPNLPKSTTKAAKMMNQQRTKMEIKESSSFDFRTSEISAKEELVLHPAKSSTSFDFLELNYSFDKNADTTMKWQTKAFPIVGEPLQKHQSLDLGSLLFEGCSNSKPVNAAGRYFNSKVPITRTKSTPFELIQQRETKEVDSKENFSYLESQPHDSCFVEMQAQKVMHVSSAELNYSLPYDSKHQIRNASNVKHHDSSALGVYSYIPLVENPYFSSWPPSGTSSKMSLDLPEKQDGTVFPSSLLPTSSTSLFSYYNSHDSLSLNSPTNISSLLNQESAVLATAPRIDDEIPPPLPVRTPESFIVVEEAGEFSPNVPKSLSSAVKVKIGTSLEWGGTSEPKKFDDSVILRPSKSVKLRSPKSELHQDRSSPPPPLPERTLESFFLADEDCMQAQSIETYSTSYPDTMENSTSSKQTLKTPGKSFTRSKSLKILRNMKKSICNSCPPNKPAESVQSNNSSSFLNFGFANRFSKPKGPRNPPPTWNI
PTPN22 inh 2 – PTPN22 phosphatase inhibitors, primary screen, biochemical, DiFMUP fluorescence, 2 µM; Tyrosine-protein phosphatase non-receptor type 22 (Homo sapiens), Q9Y2R2; recombinant LYP catalytic domain; inhibition, % at 2 µM; hit rate 0.21% among 96,000; AID 640, 2007;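 active means inhibition at 2 µM at or above a set limit, the screen mean plus 3 SD, cut at about 24% in these data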;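 further: 0% = DMSO with enzyme and 100% = enzyme fully blocked by orthovanadate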
An asterisk follows results filed as active; . = no result given.

1	COCCNC(=O)CSc1nc2nc(C)cc(C)n2n1
2	O=C(c1ccc(Br)o1)N1CCN(c2ncccn2)CC1
3	CCOc1ccc2nc(NC(=O)CSc3nc(SC)ns3)sc2c1
4	NC(=O)c1ccccc1NS(=O)(=O)c1ccc2c(c1)OCCO2
5	O=S(=O)(NCc1cc(-c2ccc(Cl)cc2)no1)c1ccccc1

Compound	1	2	3	4	5
Candida biofilm	-2	1	.	17	.
EphB4 ephrin blk	1	-7	0	0	2
PLK1 inh	-6	-4	-10	-17	-5
HIV Rev-RRE inh	11	10	-5	0	-2
CYP2C9 inhib	5	26	4	-25	21
Plk1 PBD FP	10	-12	1	10	-2
CYP2C9 act	1	0.7	1	1.3	0.8
LYP act	-4	-4	-4	3	8
PTPN22 inh 2	2	5	9	-1	-5

Four entries picked at random from the list so far, as already listed:
3	CCOc1ccc2nc(NC(=O)CSc3nc(SC)ns3)sc2c1
4	NC(=O)c1ccccc1NS(=O)(=O)c1ccc2c(c1)OCCO2
1	COCCNC(=O)CSc1nc2nc(C)cc(C)n2n1
2	O=C(c1ccc(Br)o1)N1CCN(c2ncccn2)CC1

Compound	3	4	1	2
Candida biofilm	.	17	-2	1
EphB4 ephrin blk	0	0	1	-7
PLK1 inh	-10	-17	-6	-4
HIV Rev-RRE inh	-5	0	11	10
CYP2C9 inhib	4	-25	5	26
Plk1 PBD FP	1	10	10	-12
CYP2C9 act	1	1.3	1	0.7
LYP act	-4	3	-4	-4
PTPN22 inh 2	9	-1	2	5

(continued)
6	CCCSc1nc(N)c(C#N)c(-c2ccc(C)cc2)c1C#N
7	CCc1cccc(NC(=O)CN(C)S(=O)(=O)c2cnc[nH]2)c1
8	CCN1CCN(C(=O)C2(NC(=O)Nc3ccccc3Cl)CCCCC2)CC1
9	O=C(NCCOc1ccccc1)c1cc2ccccc2o1
10	OCCNc1nc2ccccc2n1-c1ncnc2sc3c(c12)CCC3

Compound	6	7	8	9	10
Candida biofilm	.	2	3	3	1
EphB4 ephrin blk	2	-6	6	-1	-1
PLK1 inh	-272	-4	-6	-16	11
HIV Rev-RRE inh	2	6	8	2	12
CYP2C9 inhib	13	95*	.	12	17
Plk1 PBD FP	4	-5	-9	7	-11
CYP2C9 act	0.9	0.1	.	0.9	0.8
LYP act	-3	16	-12	4	7
PTPN22 inh 2	6	-18	11	-4	-8

11	O=C(COc1ccc(Cl)cc1Cl)N(Cc1ccco1)C1CCS(=O)(=O)C1 (stereo not drawn)
12	COCCN(Cc1cc2cc(C)cc(C)c2nc1Cl)C(=O)Nc1ccccc1
13	COc1ccc(NC(=O)C(C)Sc2ccccc2)cc1 (stereo not drawn)
14	Cc1nn2c(-c3ccccc3)ccnc2c1-c1ccccc1
15	CCn1c(CNC(=O)c2cccc(C)c2)nc2ccccc21

Compound	11	12	13	14	15
Candida biofilm	5	.	4	.	3
EphB4 ephrin blk	4	-8	1	3	-2
PLK1 inh	-7	-10	-5	-16	-4
HIV Rev-RRE inh	7	2	-2	9	-1
CYP2C9 inhib	28	67*	64*	16	-83
Plk1 PBD FP	1	4	-4	7	3
CYP2C9 act	0.7	0.3	0.4	0.8	1.8
LYP act	1	-2	1	-5	-8
PTPN22 inh 2	-2	6	0	4	4

16	CCOC(=O)COc1c(Br)cc(/C=C2\SC(=O)N(CC(=O)N3CCCC3)C2=O)cc1OC
17	CCOc1ccc(NS(=O)(=O)c2ccc(OC)c(C)c2)cc1
18	Cc1ccc(-n2c(SCC(=O)NCc3ccc4c(c3)OCO4)nnc2-c2cccnc2)c(C)c1
19	C=CCNc1nc(-c2ccc(Cl)cc2)cs1
20	COC(=O)c1ccccc1NC(=O)Nc1cc(C)cc(C)n1

Compound	16	17	18	19	20
Candida biofilm	.	-2	4	5	7
EphB4 ephrin blk	3	8	-6	2	-7
PLK1 inh	-5	-14	-24	-6	-11
HIV Rev-RRE inh	0	14	0	4	3
CYP2C9 inhib	43	92*	63*	1	-2
Plk1 PBD FP	-3	16	6	5	-7
CYP2C9 act	0.6	0.1	0.4	1	1
LYP act	-5	3	-3	-3	12
PTPN22 inh 2	4	-3	6	5	-15

21	COC(=O)c1cn(CC(=O)N2CCCCCC2)c2ccccc12
22	COC(=O)c1cccc(C(=O)Nc2ccc(C)cc2Br)n1
23	COC(=O)c1cc(Br)c(=O)n(-c2cc(C)on2)c1
24	Nn1c(SCc2nc3ccccc3[nH]2)nnc1C1CCCCC1
25	O=S(=O)(NC1=NCCC1)c1cccs1

Compound	21	22	23	24	25
Candida biofilm	9	3	3	-2	4
EphB4 ephrin blk	-3	-2	-9	6	-2
PLK1 inh	-9	-5	-9	-10	-8
HIV Rev-RRE inh	0	10	2	8	0
CYP2C9 inhib	23	54*	50*	7	-7
Plk1 PBD FP	-25	-17	-10	-5	-11
CYP2C9 act	0.8	0.5	0.5	0.9	1.1
LYP act	-2	2	3	-3	4
PTPN22 inh 2	2	-5	-4	1	-5

26	O=C(COc1ccc(Cl)cc1)NCc1nnc(SCC(=O)NC2CCCCC2)o1
27	O=C(CN(c1ccc2c(c1)OCCO2)S(=O)(=O)c1ccccc1)NCC1CCCO1 (stereo not drawn)
28	CC1CN(CC(O)COc2ccc(C(=O)c3ccccc3)cc2)CC(C)O1 (stereo not drawn)
29	Cc1ccc(C(=O)N2c3ccc(F)cc3CCC2C)o1 (stereo not drawn)
30	CCOc1cc([C@H]2[C@@H]3CCCC[C@]3(O)CCN2CC(=O)NCc2ccco2)ccc1O

Compound	26	27	28	29	30
Candida biofilm	3	-6	6	7	8
EphB4 ephrin blk	1	2	0	1	1
PLK1 inh	-8	19	-5	-14	-7
HIV Rev-RRE inh	2	5	9	6	1
CYP2C9 inhib	14	77*	-2	27	54*
Plk1 PBD FP	-22	4	31	-7	1
CYP2C9 act	0.9	0.2	1	0.7	0.5
LYP act	-2	-14	-1	-2	2
PTPN22 inh 2	3	13	-1	0	-5

31	CCOC(=O)Cn1c(=O)oc2cc(S(=O)(=O)N3CCCC(C(=O)OCC)C3)ccc21 (stereo not drawn)
32	O=C(O)CSCNC(=O)CC12CC3CC(CC(C3)C1)C2
33	Nc1ccc2c(C(F)(F)F)cc(=O)oc2c1
34	Cc1ccc(S(=O)(=O)N2CCN(C3CC(=O)N(Cc4ccccc4)C3=O)CC2)cc1C (stereo not drawn)
35	Cc1occc1-c1nnc(SCc2cc(=O)n3cc(Br)ccc3n2)n1C

Compound	31	32	33	34	35
Candida biofilm	4	6	7	4	4
EphB4 ephrin blk	0	0	-1	-3	-1
PLK1 inh	-4	-3	-13	-5	-1
HIV Rev-RRE inh	11	5	11	11	2
CYP2C9 inhib	42	10	38	-58	11
Plk1 PBD FP	10	20	3	-8	-27
CYP2C9 act	0.6	0.9	0.6	1.6	0.9
LYP act	3	-7	4	1	2
PTPN22 inh 2	-4	5	-7	-1	-2

36	COc1ccc(C(=O)NC(C)c2cc(OC)c(OC)cc2Br)cc1 (stereo not drawn)
37	C=CCSc1nc(Oc2ccccc2)c2sccc2n1
38	CCC(OC(=O)c1cc2sccc2n1C)C(=O)NCC1CCCO1 (stereo not drawn)
39	COc1ccc(CNC(=O)Nc2cccc(C)c2)cc1
40	COC(=O)c1[nH]c2cccc(C)c2c1NC(=O)CN1CCN(c2ccccc2OC)CC1

Compound	36	37	38	39	40
Candida biofilm	.	.	3	7	-3
EphB4 ephrin blk	6	4	-7	-4	-4
PLK1 inh	-14	-6	-7	-2	-4
HIV Rev-RRE inh	9	18	-6	1	-2
CYP2C9 inhib	20	34	11	4	27
Plk1 PBD FP	10	-5	6	-16	-15
CYP2C9 act	0.8	0.7	0.9	1	0.7
LYP act	-6	7	-1	9	8
PTPN22 inh 2	10	-4	4	-10	-9

41	CCN(CC)S(=O)(=O)c1cc(C(=O)OC)ccc1Cl
42	CCOC(=O)CSc1nc2c(sc3ccccc32)c(=O)n1CCCN1CCOCC1
43	O=c1c2ccccc2nc2n1C(CSCc1ccc(Cl)cc1Cl)CS2 (stereo not drawn)
44	Cc1cc(C)c(C#N)c(=N)o1
45	Cc1ccc(NC(=O)c2cc(-c3ccco3)on2)cc1C

Compound	41	42	43	44	45
Candida biofilm	.	3	.	7	8
EphB4 ephrin blk	6	1	-2	7	-6
PLK1 inh	-10	15	-12	-5	-2
HIV Rev-RRE inh	3	6	2	9	2
CYP2C9 inhib	4	55*	22	0	-50
Plk1 PBD FP	-11	-34	5	11	9
CYP2C9 act	1	0.4	0.8	1	1.5
LYP act	-1	-4	6	-1	-2
PTPN22 inh 2	0	-1	-6	-2	-1

46	C=C(C)Cn1c(SCCN2CCOCC2)nc2c1c(=O)[nH]c(=O)n2C
47	CCn1c(O)c(N=NC2=NC(=O)CS2)c2cc(C)ccc21
48	Cc1ccc(CNC(=O)c2coc(=O)c3ccccc23)o1
49	CCn1c(SCc2ccc(C(=O)Nc3nccs3)cc2)nnc1-c1ccc(N)cc1
50	Cn1c(SCC(=O)c2ccc3c(c2)OCCO3)nnc1C1CC1

Compound	46	47	48	49	50
Candida biofilm	0	-4	4	.	-3
EphB4 ephrin blk	-7	2	7	-1	-8
PLK1 inh	-15	-4	-11	-7	61*
HIV Rev-RRE inh	-1	7	8	9	0
CYP2C9 inhib	.	-8	8	68*	.
Plk1 PBD FP	2	-9	-6	-13	3
CYP2C9 act	.	1.1	0.9	0.3	.
LYP act	3	-14	1	-6	3
PTPN22 inh 2	-3	17	-4	7	-6

51	CCOC(OCC)P(=O)(C(C)C)C(C)C
52	COc1cccc(C(=O)Nc2cccnc2)c1
53	CC(C)Cn1c(SCC(=O)N2CCN(S(=O)(=O)c3ccccc3)CC2)nc2ccccc21
54	CC(NC(=O)CN(C)Cc1nc2ccccc2c(=O)[nH]1)c1ccccc1 (stereo not drawn)
55	CCN(Cc1cc2ccccc2[nH]c1=O)C(=O)C1CCCCC1

Compound	51	52	53	54	55
Candida biofilm	.	0	9	1	-1
EphB4 ephrin blk	-2	-1	-4	0	1
PLK1 inh	-5	-1	-9	0	-1
HIV Rev-RRE inh	5	10	4	2	2
CYP2C9 inhib	-18	14	78*	29	-6
Plk1 PBD FP	-10	-7	4	-22	8
CYP2C9 act	1.2	0.9	0.2	0.7	1.1
LYP act	12	0	2	-5	4
PTPN22 inh 2	-7	1	-2	2	-4

56	CCCN(CCC)S(=O)(=O)c1ccc(C(=O)N2CCC(=O)c3ccccc32)cc1
57	CS(=O)(=O)N1CCN(C(=O)c2csc3ccccc23)CC1
58	c1ccc2c(c1)OCC(c1nnc3sc(-c4ccc5c(c4)OCO5)nn13)O2 (stereo not drawn)
59	Cc1ccc(S(=O)(=O)N2CCC(C(=O)Nc3ccccc3N3CCCCC3)CC2)cc1
60	CCS(=O)(=O)N1CCC(C(=O)Nc2cc(Cl)ccc2O)CC1
61	CC1CC2(NC(=O)NC2=O)C(C)CN1C (stereo not drawn)

Compound	56	57	58	59	60	61
Candida biofilm	7	2	3	.	7	6
EphB4 ephrin blk	2	0	7	-7	3	-4
PLK1 inh	-2	-12	-3	-16	-1	-11
HIV Rev-RRE inh	6	5	7	4	11	-1
CYP2C9 inhib	20	-16	84*	87*	.	.
Plk1 PBD FP	7	-19	-8	-14	-14	21
CYP2C9 act	0.8	1.2	0.2	0.1	.	.
LYP act	-6	7	9	-1	3	-2
PTPN22 inh 2	4	-11	-11	-3	0	1
